# KCNH2 WT inh: blocks the wildtype human KCNH2 potassium channel | Q12809 | U2OS, BacMam KCNH2, thallium flux FluxOr; hits give low values | activity change, % at 1.84 µM | hit rate 0.37% among 340,000;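 active means maximum activity change below -70%; inconclusive means maximum activity change between -70% and -50%; inactive means maximum activity change above -50%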; further: on the % scale 0 is the no-effect control and ±100 the full control effect
#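 U2OS cells transduced with wild-type KCNH2 virus are loaded with FluxOr dye for 45 min, and thallium flux is measured in kinetic reads before and after stimulation buffer. Rate constants are normalized to DMSO controls.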
# TCR activator: T cell receptor activation; 330,000 tested, under 10 active; primary human leukocytes, anti-CD3, IL-2 HTRF, 48 h; Potency, µM (series often up to 9.22 µM), for the others: at the highest dose activation of IL-2 secretion, hits mostly activators; further: % of control where 0% means no effect
#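 Using a-CD3 beads without co-stimulation, primary human leukocytes were exposed to compounds for 48 hr. An HTRF IL-2 kit measured the cytokine, with europium-to-d2 energy transfer producing emission at 665nm upon 320nm excitation.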
# A-T KAP1 phos: candidate therapy for ataxia-telangiectasia | Potency, µM (titrated, usually from 57.5 µM), inactives show top-dose activation, actives largely listed as activators | […] A-T fibroblasts, KAP-1 phosphorylation AlphaLISA; neocarzinostatin DNA damage 30 min before lysis | hit rate 0.19% among 320,000; further: potency means the concentration at half of the fitted maximal effect; % of control where 0% means no effect; nearly all actives have a fitted effect of over 45% in size
#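 hTERT-immortalized A-T patient fibroblasts ([…]), 500 cells/well in OPTI-MEM, 1% FBS, got compounds for 60 min, then NCS for 30 min at 37C. Lysates were then assayed for phospho-KAP-1 by AlphaLISA (anti-pKAP1 donor, anti-KAP1 acceptor beads), 6 hr at 25C.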
# TSHR antag: antagonists of human thyroid stimulating hormone receptor; activity change, negative = inhibition, % at 11.5 µM; hit rate 0.2% among 330,000; P16473; TSHR-expressing cells, TSH-stimulated cAMP HTRF, 2 h; hits give low values;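 active means activity change below a set negative limit, meaning inhibition stronger than a set level, cut at about -70% in these data; inconclusive means activity change between two set negative limits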; further: on the % scale 0 is the no-effect control and ±100 the full control effect
#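 Inhibition of cAMP made by TSHR-expressing cells under TSH stimulation (4nM final, EC80; 2 h, 37 deg C) is quantified with a one-step lysis HTRF kit, anti-cAMP cryptate versus cAMP-d2.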
# BCR signal inh: chronic active BCR signaling inhibition; ABC-DLBCL IkBa-CBG/CBR reporter, luminescence ratio, 4 h; Potency, µM (series often up to 46.1 µM), inactives show at the top dose ratio change, negative = lower green/red ratio, most hits filed as inhibitors; hit rate 0.05% among 340,000; AID 493014; active means well fitted inhibition curve with a large enough effect in the signal ratio, with a control signal flat, not every such curve was filed as active; inconclusive means small, poorly fitted or top-dose-only effect, or effect the other way, or a change in a side signal; the % refers to the signal ratio;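 further: potency means the concentration at half of the fitted maximal effect; plate controls were basal doxycycline-induced cells for no effect and cells given 10 µM MG132 for full effect; MG132 reads +100%, hits lower the ratio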
#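 Doxycycline induced both beetle luciferases in TMD8 lymphoma cells; IKK-driven degradation limits the IkappaBalpha-fused green signal, while red luminescence normalises for cell number and nonspecific effects. Compounds tested up to 46 uM, 4 hrs.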
# GALK inh: galactokinase (human) inhibition. Potency, µM (doses to about 57.5 µM), for the others: at the highest dose activity change, negative = inhibition, most hits filed as inhibitors. hit rate 0.007% among 270,000. P51570. Purified GALK, Kinase-Glo residual ATP luminescence. AID 1868; further: potency means the concentration at half of the fitted maximal effect; on the % scale 0 is the no-effect control and ±100 the full control effect
# Target sequence (P51570 whole entry, looked up): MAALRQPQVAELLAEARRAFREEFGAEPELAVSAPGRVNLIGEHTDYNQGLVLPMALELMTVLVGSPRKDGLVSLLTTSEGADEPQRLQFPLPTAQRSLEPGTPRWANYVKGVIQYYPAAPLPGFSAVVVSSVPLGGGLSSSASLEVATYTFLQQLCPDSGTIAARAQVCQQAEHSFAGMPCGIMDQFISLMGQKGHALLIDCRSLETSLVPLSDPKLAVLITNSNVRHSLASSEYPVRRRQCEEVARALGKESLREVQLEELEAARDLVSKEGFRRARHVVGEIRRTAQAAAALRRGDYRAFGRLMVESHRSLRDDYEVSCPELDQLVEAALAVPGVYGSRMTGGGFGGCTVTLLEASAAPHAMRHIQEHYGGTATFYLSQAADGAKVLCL
#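 Luminescence from leftover ATP (Ultra-Glo luciferase/luciferin) served as read-out after a 1 h room-temperature reaction of 5 nM GALK with 35 uM ATP and 100 uM galactose.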
# MLL CXXC-DNA inh: inhibitors of human MLL CXXC domain-DNA interaction. Q03164. MLL-CXXC / FITC-HOXA9 DNA fluorescence polarization. Potency, µM (top dose mostly 115 µM), for the others: at the highest dose activity change, negative = inhibition, most hits filed as inhibitors. hit rate 0.037% among 290,000. AID 2662; active means well fitted inhibition curve with a large enough effect in the polarisation, with a control signal flat, not every such curve was filed as active; inconclusive means small, poorly fitted or top-dose-only effect, or effect the other way, or a change in a side signal; inactive means no such curve, though single readings can be large or run the other way; the % refers to the polarisation; further: potency means the concentration at half of the fitted maximal effect
#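 Steps: dispense CXXC domain solution (7 uM) → pin compounds or unlabeled HOX-A9 DNA control → 5 min ambient → add FLSN-HOX-A9 solution (50 nM) → spin → 30 min ambient → fluorescence polarization. Tris pH 7.5/NaCl/DTT/BSA buffer.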
# FBPA coupling cs: coupling enzyme interference in Giardia aldolase counter-screen; coupling enzyme system counterscreen, AmpLite Red fluorescence; activity change, negative = inhibition, % at 58.2 µM, hits read low; hit rate 0.67% among 290,000; AID 2472; in the data active means activity change below about -30%; further: on the % scale 0 is the no-effect control and ±100 the full control effect
#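 Compounds tested against the coupling enzymes alone at 57.5 uM final; readout was AmpLite Red fluorescence (525/598 nm) after 20 min at RT.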
# Tb PFK inh: inhibitors of T. brucei phosphofructokinase; Potency, µM (top dose mostly 57.5 µM), inactives show at the highest dose activity, negative = inhibition, usual class: inhibitors; O15648; T. brucei PFK, ADP-Glo luminescence; hit rate 0.17% among 330,000;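 further: potency means the concentration at half of the fitted maximal effect; 0% = uninhibited 1x PFK enzyme wells and -100% = no-enzyme wells; nearly all actives have a fitted effect of over 60% in size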
# Target sequence (O15648 whole entry, looked up): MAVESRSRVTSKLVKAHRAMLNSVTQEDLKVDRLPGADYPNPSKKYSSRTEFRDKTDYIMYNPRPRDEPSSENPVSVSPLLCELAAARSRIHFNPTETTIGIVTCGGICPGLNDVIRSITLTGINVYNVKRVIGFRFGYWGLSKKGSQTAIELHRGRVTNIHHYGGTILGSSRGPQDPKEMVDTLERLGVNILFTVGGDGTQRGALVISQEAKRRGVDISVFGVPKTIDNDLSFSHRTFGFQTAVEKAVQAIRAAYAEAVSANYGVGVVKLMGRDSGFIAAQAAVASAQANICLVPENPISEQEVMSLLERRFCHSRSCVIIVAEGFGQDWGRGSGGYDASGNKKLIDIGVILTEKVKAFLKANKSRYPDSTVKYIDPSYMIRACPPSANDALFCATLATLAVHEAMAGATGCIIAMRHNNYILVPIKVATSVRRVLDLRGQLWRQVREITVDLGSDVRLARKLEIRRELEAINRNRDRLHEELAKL
#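 PFK 1.25 nM, F6P 0.5 mM, ATP 0.1 mM, 0.1 M TEA pH 8.0, 5 mM MgCl2, 0.01% Tween20, 0.1% BSA; 45 min RT. ADP-Glo readout. qHTS titration up to 57 uM; curves fitted, compounds curve-classed.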
# Giardia killer: Giardia lamblia killing. Giardia lamblia trophozoite viability. activity change, % at 7.66 µM, hits read low. hit rate 0.15% among 340,000. AID 540267; in the data active means activity change below about -80%; inconclusive means between about -30% and that limit;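 further: parasites exposed to compound for two days anaerobically before the ATP read; on the % scale 0 is the no-effect control and ±100 the full control effect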
#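 Compounds were tested on trophozoites seeded at 100 cells/well and held 48 hrs at 37 deg C anaerobically. An ATP-based luminescent kit measured the remaining live cells.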
# The depositor's hits bear a star; ? = inconclusive; . = not tested or not shown; [ ] = dose if it differs, or a comment. Unless noted, the call rests on the fitted dose curve; in most records, active means well fitted curve in the direction sought with a large enough effect; inconclusive means small, poorly fitted or top-dose-only effect, or another doubt; inactive means no such curve, though single readings can be large; an effect the other way counts as inactive or inconclusive.
SMILES,KCNH2 WT inh,TCR activator,A-T KAP1 phos,TSHR antag,BCR signal inh,GALK inh,MLL CXXC-DNA inh,FBPA coupling cs,Tb PFK inh,Giardia killer
COCc1cc(C)nc(SCC[N+](C)(C)CC(=O)c2ccc(Br)cc2)c1C#N,7,8%,6%,-34,-5%,-2%,-1%,2,4%,13
CCOC(=O)N1CCC(NS(=O)(=O)c2ccc3c(c2)oc(=O)n3C)CC1,20,21%,0%,5,0%,1%,23%,0,0%,28
N#Cc1cc2ccccc2nc1SCC(=O)NC1CC1,14,1%,-2%,23,?,-3%,42%[activator],2,0%,-3
Cn1cccc1-c1nc2ccc(NC(=O)c3cccs3)cc2[nH]1,-1,-14%,-3%,-3,?,0%,4%,-3,4%,11
COc1ccc(NC(=O)CN(C)C(=O)Cn2cnc3c2c(=O)n(C)c(=O)n3C)cc1,-1,3%,-1%,-2,-2%,.,.,.,1%,-14
O=C(CN1C(=O)NC2(CCCC2)C1=O)NNC(=O)c1ccccc1,-13,0%,-2%,-8,14%,.,.,.,-7%,15
CC(=O)OCC1=C(C(=O)O)N2C(=O)C(NC(=O)COc3ccc(F)cc3)C2SC1 (stereo not drawn),-9,0%,1%,8,5%,.,.,.,11%,-5
CCOc1ccc(N/C(SCc2cccc([N+](=O)[O-])c2)=C(/C#N)C(N)=O)cc1,-5,-1%,7%,-12,?,-5%,-7%,-1,-3%,1
Cc1n[nH]c(=O)nc1NCCc1ccccc1,-2,3%,.,0,?,2%,20%,2,-7%,-7
O=C(NNc1ccc(F)cc1F)c1c(F)cccc1Cl,-3,-8%,0%,5,0%,.,59%[activator],1,4%,9
COc1ccc(S(=O)(=O)Nc2c(NC3CCCCC3)c3ccccc3oc2=O)cc1,-3,-3%,0%,39,?,3%,19%,.,-12%,-5
NC(=S)n1[nH]c(-c2ccc([N+](=O)[O-])cc2)c(N=Nc2cccc(Cl)c2)c1=O,-2,-3%,1%,?,?,14%,-17%,3,-2%,-4
CC(=O)Nc1ccc(S(=O)(=O)NCc2cn3c(C)csc3n2)cc1,-9,6%[46.1 µM],.,0,2%,-2%,19%,2,-4%,-13
CC(=O)C1=NN(c2ccc(Cl)cc2)C(c2ccc3c(c2)OCO3)N(C(C)=O)N1C (stereo not drawn),2,3%,-1%,8,?,0%,1%,-2,-5%,?
CCOCCCNS(=O)(=O)c1cc2[nH]c3c(c2cc1C)C(=O)CC(C)(C)C3,2,-3%,0%,-4,-1%,.,-6%,1,-1%,-10
CCOc1ccc(N(C(=O)/C=C/C(=O)Nc2cc(C)on2)C(C(=O)NC2CCCC2)c2ccccc2C)cc1 (stereo not drawn),-4,2%,-4%,0,0%,1%,-12%,6,-9%,-4
COc1ccc(C(=O)COC(=O)c2cccs2)cc1,-3,1%,8%,.,?,.,.,.,-12%,-5
CCOC(=O)N1CCC(NC(=O)c2cc3c(C)nc4ccccc4c3o2)CC1,-7,10%,32%,-16,14%,0%,-10%,0,0%,-4
O=C(COC(=O)c1cccc(F)c1)Nc1cccnc1Cl,-4,7%,8%,-11,-10%,-2%,-2%,-2,1%,18
CCOC(=O)c1c(C)n(-c2ccc(C)cc2)c2ccc(OCC(O)CNCCCO)cc12 (stereo not drawn),-6,-3%,-2%,27,-1%,-2%,32%[activator],1,2%,-6
CCOC(=O)/C(C#N)=C/N=c1ccc(C)cn1C,-2,0%,-7%,1,7%,1%,11%,-1,10%,-3
COC(=O)c1ccc(NC(=S)NC2CC(C)(C)NC(C)(C)C2)cc1,3,2%[46.1 µM],1%,20,?,.,0%,2,?,-5
CCOC(=O)/C(N)=C/c1ncc(C(F)(F)F)cc1Cl,-5,14%,6%,0,6%,0%,0%,-5,-8%,-5
CN(C)Cc1nc2ccccc2c(=O)n1CC#N,-12,1%,-2%,10,?,3%,-2%,3,8%,-14
Cc1nn(-c2ccccc2)c2c1C(O)CC(C)(C)C2 (stereo not drawn),.,2%,-5%,6,-3%,2%,-15%,6,1%,9
Cc1ccc(-c2nnn(CC(=O)N(CC(=O)NC3CCCC3)c3ccc(F)c(Cl)c3)n2)o1,2,-6%[46.1 µM],.,-4,-3%,-4%,0%,1,0%,-15
O=C(c1nn(-c2ccccc2)c(=O)c2ccccc12)N1CCN(c2ccccn2)CC1,3,6%,-2%,10,-18%,.,3%,0,3%,-1
COc1ccc(CCNC(=O)CSc2nnnn2-c2ccccc2OC)cc1OC,31,9%,1%,2,-5%,0%,-3%,1,1%,-12
O=C(CSc1nnc(C2CC2)n1C1CC1)Nc1cccc(Br)c1,4,-1%,-1%,-9,13%,.,.,.,-9%,-13
COc1cc2c(cc1Cl)C(=O)C(F)(c1ccccc1)C(=O)N2 (stereo not drawn),0,-1%,-2%,-12,-11%,-2%,1%,0,-6%,?
Fc1ccccc1/C=C1\CCCC2=C1Nc1ncnn1C2c1ccccc1F (stereo not drawn),.,.,.,-40,?,1%,6%,-6,1%,.
COc1ccc(OC)c(NC(=O)c2ccc(NC3=NC4CS(=O)(=O)CC4S3)cc2)c1 (stereo not drawn),7,-2%,-7%,-3,?,.,.,-1,0%,0
CC(=O)NC(Cc1ccccc1)C(=O)NC1CCN(C(=O)c2ccc([N+](=O)[O-])cc2)CC1 (stereo not drawn),-1,-1%[46.1 µM],11%,2,-1%,0%,18%,0,0%,3
Cc1c(-c2ccccc2)[n+](=O)c2c(n1[O-])CCC2,-1,4%[46.1 µM],-9%,9,-6%,-1%,0%,0,-1%,-22
CCOC(=O)c1c(NC(=S)NCCc2ccccc2)sc2c1CC(C(C)C)OC2 (stereo not drawn),1,-5%[46.1 µM],0%,-2,2%,0%,14%,-3,7%,-4
Cc1cccc(C(=O)Nc2cccc(C(=O)N/N=C/c3ccncc3)c2)c1,1,-2%,-3%,14,-13%,1%,3%,3,-4%,-1
COCCn1c(N)c(C(=S)NC(=O)c2cccs2)c(=O)[nH]c1=O,-1,-6%,-15%,8,?,-1%,-10%,0,-3%,-4
O=C1NC2(CCCCC2)N=C1c1ccc(Br)cc1,-15,-8%,1%,-9,?,-5%,-4%,0,1%,-2
O=C(COc1ccc(F)cc1)N1CCc2ccccc2C1,24,.,5%,4,?,5%,5%,-3,-11%,-26
NC(=O)CSc1nnc2ccc(-c3ccco3)nn12,0,-10%,0%,-8,6%,15%,1%,5,-5%,10
CCOC(=O)c1ccccc1NC(=O)CN(c1ccccc1OC)S(C)(=O)=O,0,2%,1%,2,-1%,2%,2%,0,2%,5
NC(=O)c1ccccc1NC(=O)CC12CC3CC(CC(C3)C1)C2,4,-1%,-6%,-9,-4%,-5%,0%,0,0%,8
CC(C)(C)n1nnnc1C(c1cccnc1)N(Cc1ccccc1)Cc1ccco1 (stereo not drawn),7,-5%,1%,3,2%,-3%,0%,4,-4%,17
CC1=CSC2=NS(=O)(=O)CCN12,-17,6%,4%,-2,8%,3%,?,4,-1%,12
COc1ccc(NC(=S)Nc2ccccc2OC)c(OC)c1,4,-3%,-5%,9,-23%,2%,0%,-17,-16%,2

# Sorted by value in TSHR antag (high to low): 5 from the list above.
SMILES	TCR activator	TSHR antag	GALK inh	MLL CXXC-DNA inh	Tb PFK inh
COc1ccc(NC(=S)Nc2ccccc2OC)c(OC)c1	-3%	9	2%	0%	-16%
CC(C)(C)n1nnnc1C(c1cccnc1)N(Cc1ccccc1)Cc1ccco1 (stereo not drawn)	-5%	3	-3%	0%	-4%
CCOC(=O)c1ccccc1NC(=O)CN(c1ccccc1OC)S(C)(=O)=O	2%	2	2%	2%	2%
CC1=CSC2=NS(=O)(=O)CCN12	6%	-2	3%	?	-1%
NC(=O)c1ccccc1NC(=O)CC12CC3CC(CC(C3)C1)C2	-1%	-9	-5%	0%	0%

# Part of the list above in another layout.
NC(=O)c1ccccc1NC(=O)CC12CC3CC(CC(C3)C1)C2
  KCNH2 WT inh = 4	TCR activator = -1%	A-T KAP1 phos = -6%	TSHR antag = -9	BCR signal inh = -4%	GALK inh = -5%	MLL CXXC-DNA inh = 0%	FBPA coupling cs = 0	Tb PFK inh = 0%	Giardia killer = 8

CC1=CSC2=NS(=O)(=O)CCN12
  KCNH2 WT inh = -17	TCR activator = 6%	A-T KAP1 phos = 4%	TSHR antag = -2	BCR signal inh = 8%	GALK inh = 3%	MLL CXXC-DNA inh = ?	FBPA coupling cs = 4	Tb PFK inh = -1%	Giardia killer = 12

COc1ccc(NC(=S)Nc2ccccc2OC)c(OC)c1
  KCNH2 WT inh = 4	TCR activator = -3%	A-T KAP1 phos = -5%	TSHR antag = 9	BCR signal inh = -23%	GALK inh = 2%	MLL CXXC-DNA inh = 0%	FBPA coupling cs = -17	Tb PFK inh = -16%	Giardia killer = 2

# Screening results (PubChem)
